NPY-Y1 antag: antagonists of human neuropeptide Y receptor Y1 | actives 1% (n = 200,000) | AID 1040 | inhibition, % at 3.6 µM | P25929 | HEK293-CNG Y1 cells, membrane potential fluorescence; NPY at EC95, then isoproterenol;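 active = inhibition above the campaign mean inhibition of all tested compounds plus 3 SD, cut at about 20% in these data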;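 note: 0% = DMSO wells given NPY plus isoproterenol and 100% = isoproterenol alone without NPY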
Target sequence (P25929 whole entry, looked up): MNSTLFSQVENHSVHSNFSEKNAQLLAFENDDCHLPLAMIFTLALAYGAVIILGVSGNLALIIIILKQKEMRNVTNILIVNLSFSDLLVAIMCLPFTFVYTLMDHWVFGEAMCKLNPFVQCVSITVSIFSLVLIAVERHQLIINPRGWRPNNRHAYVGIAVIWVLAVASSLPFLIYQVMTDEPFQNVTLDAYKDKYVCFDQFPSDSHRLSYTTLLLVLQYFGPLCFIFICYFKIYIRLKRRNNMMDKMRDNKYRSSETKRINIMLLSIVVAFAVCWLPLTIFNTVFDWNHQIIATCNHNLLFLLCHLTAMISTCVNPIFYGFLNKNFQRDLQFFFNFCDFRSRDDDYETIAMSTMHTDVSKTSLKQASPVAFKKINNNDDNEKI
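material = HEK293 cells with Y1 receptor plus CNG channel | also added = NPY 25 nM then isoproterenol 1 µM plus Ro 20-1724 25 µM | schedule = dye 3 h, compound 60 min room temperature, stimulation 45 min | measured by = membrane potential fluorescence | benchmarks = high control isoproterenol alone, low control NPY with isoproterenol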
NPY2 pot ag: human NPY-Y2 potentiation or agonism, primary screen; activation, % at 3.6 µM; AID 1359; cells expressing NPY-Y2, potentiator/agonist read-out; actives 0.45% (n = 220,000); in the data active = activation above about 27%;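 note: cells stimulated with NPY near EC25 plus isoproterenol at EC100; 0% = vehicle plus submaximal agonist and 100% = vehicle plus saturating agonist; some results beyond the cut were filed as inactive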
NPY1 pot ag: human NPY-Y1 potentiation or agonism, primary screen; P25929; activation, % at 3.6 µM; NPY-Y1 expressing cells, potentiator/agonist activation; actives 0.37% (n = 220,000); in the data active = activation above about 33%, passing the limit was not always enough;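 note: cells stimulated with NPY at EC10 then isoproterenol at EC100; 0% = low agonist plus stimulus and 100% = saturating agonist plus stimulus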
S1P4 antagonist: antagonists of human S1P4 receptor; O95977; S1P4-expressing cells, antagonist mode, reporter read-out; inhibition, % at 4.98 µM; actives 0.26% (n = 220,000); in the data active = inhibition above about 29%;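 note: 0% = wells stimulated with agonist and 100% = vehicle wells without agonist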
Ba/F3 V617F tox: lowers viability of Ba/F3 cells expressing EpoR and JAK2V617F | ATP luminescence | inhibition, % at 5.6 µM | actives 1.1% (n = 220,000) | AID 1446;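 active = inhibition above the campaign mean plus 3 SD over all tested compounds, cut at about 24% in these data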;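 note: cytokine-independent growth of Ba/F3 cells driven by EpoR plus mutant JAK2; 0% = DMSO-treated cells and 100% = JAK inhibitor I control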
S1P4 agonist: activates the human S1P4 receptor; S1P4-expressing cell line, agonist reporter assay; actives 0.35% (n = 220,000); activation, % at 4.98 µM; O95977; in the data active = activation above about 11%;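 note: 0% = DMSO vehicle and 100% = reference agonist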
Runt-CBFb FRET: Runt domain-CBFb interaction inhibition; Q01196+Q13951; Cerulean-Runt/Venus-CBFb FRET ratio 530/480, 1 h; inhibition, % at 20 µM; actives 0.46% (n = 220,000);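 active = inhibition over about 50% at 20 µM in the single-dose screen, limit read from the data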;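 note: 0% = DMSO wells and 100% = excess unlabeled CBFb competitor control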
Target sequence (Q01196 whole entry, looked up, the tested form may be a part): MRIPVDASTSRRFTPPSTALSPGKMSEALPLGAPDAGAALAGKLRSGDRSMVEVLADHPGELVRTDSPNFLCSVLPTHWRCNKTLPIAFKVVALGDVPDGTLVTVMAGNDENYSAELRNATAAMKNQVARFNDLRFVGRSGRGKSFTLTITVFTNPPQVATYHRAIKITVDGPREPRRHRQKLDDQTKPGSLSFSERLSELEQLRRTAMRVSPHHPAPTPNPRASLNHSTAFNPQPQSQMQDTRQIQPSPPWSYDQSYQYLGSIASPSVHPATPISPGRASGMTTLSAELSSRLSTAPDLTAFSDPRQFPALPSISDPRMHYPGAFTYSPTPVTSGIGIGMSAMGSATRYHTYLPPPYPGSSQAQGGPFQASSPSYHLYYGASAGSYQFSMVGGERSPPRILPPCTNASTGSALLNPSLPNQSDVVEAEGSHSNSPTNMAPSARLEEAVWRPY
Target sequence (Q13951 whole entry, looked up, the tested form may be a part): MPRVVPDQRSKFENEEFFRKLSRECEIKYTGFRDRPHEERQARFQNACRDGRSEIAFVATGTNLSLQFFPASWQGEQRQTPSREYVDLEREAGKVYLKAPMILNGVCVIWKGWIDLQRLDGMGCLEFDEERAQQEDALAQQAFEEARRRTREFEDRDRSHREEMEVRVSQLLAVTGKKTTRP
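Schedule: protein complex preformed 1 h, compound exposure 1 h, room temperature, dark; test system: Cerulean-labeled Runt domain protein; amount: 100 nM per protein; buffer or medium: Tris 50 mM pH 7.5, KCl, K2SO4, 0.01% BSA; read-out: loss of energy transfer signal; detection: FRET fluorescence; controls: 5 µM unlabeled CBFb as full-inhibition high control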
RBBP9 inh: inhibitors of human serine hydrolase RBBP9. AID 1515. O75884. recombinant RBBP9, FP-Rh probe fluorescence polarization. inhibition, % at 7.94 µM. actives 0.2% (n = 220,000);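 active = inhibition above the campaign mean of all tested compounds plus 3 SD, cut at about 14% in these data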;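 note: plate controls were DMSO wells with RBBP9 for no effect and wells lacking RBBP9 protein for full effect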
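Test system: recombinant human RBBP9; Timing: 30 min then 45 min, 25 °C; Detection: fluorescence polarization; Control set: RBBP9 with DMSO as uninhibited control, no-protein wells as full inhibition; Compound dosing: one concentration, 7.94 µM nominal, 0.794% DMSO; Probe or stimulus: FP-Rh activity-based probe, 375 nM before mixing.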
BaF3 tox: parental Ba/F3 viability inhibition as JAK2V617F counter-screen. CellTiter-Glo ATP luminescence. inhibition, % at 5.6 µM. actives 1.1% (n = 220,000). AID 1486;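 active = inhibition above a per-campaign cutoff, the mean inhibition of all tested compounds plus 3 SD, cut at about 27% in these data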;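 note: 0% = DMSO wells and 100% = JAK Inhibitor I control wells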
* = called active by the depositor.

Results for COc1ccc(Cn2cccc(NC(=O)Nc3ccc(C#N)cc3)c2=O)cc1 ?
NPY-Y1 antag: -4.9; NPY2 pot ag: -8.2; NPY1 pot ag: -10.7; S1P4 antagonist: -12.1; Ba/F3 V617F tox: -1.6; S1P4 agonist: 0.0; Runt-CBFb FRET: -1.7; RBBP9 inh: 3.0; BaF3 tox: 1.2

How did CCC(C(=O)NCc1ccc(OC)cc1)n1nc(C)n2c(cc3occc32)c1=O (configuration not stated) do in these assays?
NPY-Y1 antag: 6.3; NPY2 pot ag: -7.3; NPY1 pot ag: -7.5; S1P4 antagonist: -37.0; Ba/F3 V617F tox: 3.5; S1P4 agonist: -1.1; Runt-CBFb FRET: 3.0; RBBP9 inh: -3.8; BaF3 tox: 6.8

Results for O=Cc1cn(-c2ccccc2)nc1-c1ccc2c(c1)OCCO2 ?
NPY-Y1 antag: -10.8; NPY2 pot ag: 13.5; NPY1 pot ag: -18.2; S1P4 antagonist: -12.4; Ba/F3 V617F tox: -5.5; S1P4 agonist: -2.3; Runt-CBFb FRET: -0.6; RBBP9 inh: -3.0; BaF3 tox: 0.7

Results for CCN1CCN(Cc2c(O)ccc3c(=O)c(-c4ccc(OC)c(OC)c4)c(C(F)(F)F)oc23)CC1 ?
NPY-Y1 antag: 4.3; NPY2 pot ag: 4.7; NPY1 pot ag: -18.7; S1P4 antagonist: -9.5; Ba/F3 V617F tox: 5.3; S1P4 agonist: 0.6; Runt-CBFb FRET: -2.5; RBBP9 inh: -12.6; BaF3 tox: 5.4

How did CCOc1ccc2nc(NC(=O)c3ccoc3C)sc2c1 do in these assays?
NPY-Y1 antag: -4.4; NPY2 pot ag: 6.2; NPY1 pot ag: -0.9; S1P4 antagonist: -14.2; Ba/F3 V617F tox: 27.0*; S1P4 agonist: -2.5; Runt-CBFb FRET: 0.2; RBBP9 inh: -0.4; BaF3 tox: 28.3*

Results for Cc1ccc(/C=N/NC(=O)CNC(=O)c2cccc([N+](=O)[O-])c2C)o1 ?
NPY-Y1 antag: 5.3; NPY2 pot ag: 1.4; NPY1 pot ag: -3.2; S1P4 antagonist: -18.0; Ba/F3 V617F tox: 2.6; S1P4 agonist: 1.1; Runt-CBFb FRET: -2.5; RBBP9 inh: -2.5; BaF3 tox: 6.9

Results for CC1Cc2ccccc2N1C(=O)CSc1nnnn1-c1ccc2c(c1)OCCO2 (configuration not stated) ?
NPY-Y1 antag: 0.8; NPY2 pot ag: -3.4; NPY1 pot ag: -1.7; S1P4 antagonist: 8.8; Ba/F3 V617F tox: 1.2; S1P4 agonist: -0.3; Runt-CBFb FRET: 0.2; RBBP9 inh: -8.0; BaF3 tox: 3.7

What do the screens show for `CC(C)c1ccc(CNC(=O)CCc2ccccc2)cc1`?
NPY-Y1 antag: 1.1; NPY2 pot ag: -21.1; NPY1 pot ag: 10.2; S1P4 antagonist: -7.9; Ba/F3 V617F tox: 0.8; S1P4 agonist: 2.1; Runt-CBFb FRET: 0.5; RBBP9 inh: 3.9; BaF3 tox: 6.0

Results for Cc1cccc(NC(=O)CSc2ccc(C(N)=O)cc2[N+](=O)[O-])c1C ?
NPY-Y1 antag: -1.6; NPY2 pot ag: 1.9; NPY1 pot ag: 1.7; S1P4 antagonist: -6.8; Ba/F3 V617F tox: -0.6; S1P4 agonist: 1.1; Runt-CBFb FRET: -2.7; RBBP9 inh: -7.9; BaF3 tox: 0.2

What do the screens show for `CC(CCc1ccccc1)NC(=O)c1ccc(Br)o1` (configuration not stated)?
NPY-Y1 antag: 1.0; NPY2 pot ag: -11.7; NPY1 pot ag: -0.4; S1P4 antagonist: -3.6; Ba/F3 V617F tox: 0.7; S1P4 agonist: -0.4; Runt-CBFb FRET: -0.4; RBBP9 inh: 1.6; BaF3 tox: 5.5

How did O=c1[nH]cnc2c1c(-c1ccccc1)cn2-c1ccc(Br)cc1 do in these assays?
NPY-Y1 antag: 6.9; NPY2 pot ag: 11.2; NPY1 pot ag: -6.1; S1P4 antagonist: -13.0; Ba/F3 V617F tox: 1.3; S1P4 agonist: 1.7; Runt-CBFb FRET: -3.8; RBBP9 inh: -8.4; BaF3 tox: 5.7

Results for O=C(N/C=N/O)C1=NOC(CNc2ncc(C(F)(F)F)cc2Cl)C1 (configuration not stated) ?
NPY-Y1 antag: 6.3; NPY2 pot ag: 5.1; NPY1 pot ag: -11.1; S1P4 antagonist: 13.1; Ba/F3 V617F tox: -2.5; S1P4 agonist: 0.7; Runt-CBFb FRET: 0.8; RBBP9 inh: -3.3; BaF3 tox: 2.0

Results for S=C(Nc1cccc2ccccc12)NC1CCCCC1 ?
NPY-Y1 antag: 3.3; NPY2 pot ag: -17.0; NPY1 pot ag: -11.4; S1P4 antagonist: 24.4; Ba/F3 V617F tox: -0.2; S1P4 agonist: -0.2; Runt-CBFb FRET: 3.6; RBBP9 inh: 4.3; BaF3 tox: 8.7

Results for COc1ccc(CCN2C(=S)NC3CC2(C)Oc2ccc([N+](=O)[O-])cc23)cc1OC (configuration not stated) ?
NPY-Y1 antag: 1.1; NPY2 pot ag: 10.4; NPY1 pot ag: 29.9; S1P4 antagonist: -16.0; Ba/F3 V617F tox: -2.7; S1P4 agonist: 0.6; Runt-CBFb FRET: 0.2; RBBP9 inh: -7.1; BaF3 tox: 7.0

What do the screens show for `CN1C(=O)N(CN2CCCCC2)C2C1N(C)C(=O)N2CN1CCCCC1` (configuration not stated)?
NPY-Y1 antag: 1.5; NPY2 pot ag: 4.0; NPY1 pot ag: -5.5; S1P4 antagonist: -4.9; Ba/F3 V617F tox: 1.8; S1P4 agonist: 0.8; Runt-CBFb FRET: 2.1; RBBP9 inh: -8.9; BaF3 tox: 0.6

Results for O=C(Nc1nc2ccc(Cl)cc2s1)c1ccc(N2CCCCC2)c([N+](=O)[O-])c1 ?
NPY-Y1 antag: 2.5; NPY2 pot ag: -7.0; NPY1 pot ag: 0.8; S1P4 antagonist: -18.6; Ba/F3 V617F tox: 0.6; S1P4 agonist: 0.7; Runt-CBFb FRET: -1.0; RBBP9 inh: -9.4; BaF3 tox: 3.4

Results for CCOC(=O)/C(=N\Nc1cc(Cl)ccc1Cl)N1CC(C)OC(C)C1 (configuration not stated) ?
NPY2 pot ag: -22.6; NPY1 pot ag: -32.5; S1P4 antagonist: -8.4; Ba/F3 V617F tox: -5.1; S1P4 agonist: 0.4; Runt-CBFb FRET: -3.9; RBBP9 inh: -10.5; BaF3 tox: -4.5

What do the screens show for `CCOc1ccccc1CN1CCN(Cc2cccc3nonc23)CC1CCO` (configuration not stated)?
NPY-Y1 antag: 29.0*; NPY2 pot ag: 1.2; NPY1 pot ag: 18.8; S1P4 antagonist: -11.0; Ba/F3 V617F tox: 0.3; S1P4 agonist: -0.6; RBBP9 inh: -7.1; BaF3 tox: 9.1

What do the screens show for `O=C1/C(=C\c2ccc(O)cc2)SC(=S)N1/N=C/c1ccc(O)cc1`?
NPY2 pot ag: -6.8; NPY1 pot ag: 8.3; S1P4 antagonist: -5.6; Ba/F3 V617F tox: -1.1; S1P4 agonist: -0.6; Runt-CBFb FRET: -66.8; RBBP9 inh: -14.9; BaF3 tox: -1.0

How did CC1(C)CC(NC(=O)C23CCC(C)(C(=O)C2)C3(C)C)CC(C)(C)N1 (configuration not stated) do in these assays?
NPY-Y1 antag: -1.4; NPY2 pot ag: 18.1; NPY1 pot ag: 14.6; S1P4 antagonist: -13.4; Ba/F3 V617F tox: -1.1; S1P4 agonist: 0.4; Runt-CBFb FRET: -2.9; RBBP9 inh: -5.8; BaF3 tox: 0.8

Entries shown so far that have a Cl atom (3):
Results for O=C(N/C=N/O)C1=NOC(CNc2ncc(C(F)(F)F)cc2Cl)C1 (configuration not stated) ?
NPY-Y1 antag: 6.3; NPY2 pot ag: 5.1; NPY1 pot ag: -11.1; S1P4 antagonist: 13.1; Ba/F3 V617F tox: -2.5; S1P4 agonist: 0.7; Runt-CBFb FRET: 0.8; RBBP9 inh: -3.3; BaF3 tox: 2.0

Results for O=C(Nc1nc2ccc(Cl)cc2s1)c1ccc(N2CCCCC2)c([N+](=O)[O-])c1 ?
NPY-Y1 antag: 2.5; NPY2 pot ag: -7.0; NPY1 pot ag: 0.8; S1P4 antagonist: -18.6; Ba/F3 V617F tox: 0.6; S1P4 agonist: 0.7; Runt-CBFb FRET: -1.0; RBBP9 inh: -9.4; BaF3 tox: 3.4

Results for CCOC(=O)/C(=N\Nc1cc(Cl)ccc1Cl)N1CC(C)OC(C)C1 (configuration not stated) ?
NPY2 pot ag: -22.6; NPY1 pot ag: -32.5; S1P4 antagonist: -8.4; Ba/F3 V617F tox: -5.1; S1P4 agonist: 0.4; Runt-CBFb FRET: -3.9; RBBP9 inh: -10.5; BaF3 tox: -4.5

Next results follow.
What do the screens show for `N=C1SCC(=O)N1/N=C/c1ccccc1`?
NPY-Y1 antag: -1.9; NPY2 pot ag: -2.9; NPY1 pot ag: 6.2; S1P4 antagonist: -9.3; Ba/F3 V617F tox: -5.2; S1P4 agonist: -3.8; Runt-CBFb FRET: 1.2; RBBP9 inh: -3.3; BaF3 tox: -1.4

How did COC(=O)CC1SC(=O)NC1=Nc1ccc(C)cc1 (configuration not stated) do in these assays?
NPY-Y1 antag: 2.4; NPY2 pot ag: -2.0; NPY1 pot ag: 0.1; S1P4 antagonist: -67.3; Ba/F3 V617F tox: -0.3; S1P4 agonist: 0.2; Runt-CBFb FRET: -0.3; RBBP9 inh: -8.3; BaF3 tox: 5.4

Results for Cc1ccc(S(=O)(=O)N2CCOCC2)cc1NC(=O)COC(=O)Cc1ccsc1 ?
NPY-Y1 antag: 7.8; NPY2 pot ag: 5.7; NPY1 pot ag: -4.3; S1P4 antagonist: -7.9; Ba/F3 V617F tox: -0.4; S1P4 agonist: -1.6; Runt-CBFb FRET: 2.4; RBBP9 inh: -1.2; BaF3 tox: 5.6

What do the screens show for `NC(=S)c1cc2cc(Br)ccc2oc1=O`?
NPY-Y1 antag: 5.0; NPY2 pot ag: 6.0; NPY1 pot ag: -1.8; S1P4 antagonist: 5.1; Ba/F3 V617F tox: 0.4; S1P4 agonist: -0.7; RBBP9 inh: -5.1; BaF3 tox: 7.5

Results for COc1ccc(C)cc1NC(=O)C(OC(=O)c1cc(C)oc1C)c1ccccc1 (configuration not stated) ?
NPY-Y1 antag: 9.0; NPY2 pot ag: -16.7; NPY1 pot ag: -41.9; S1P4 antagonist: -6.7; Ba/F3 V617F tox: 0.1; S1P4 agonist: -1.4; Runt-CBFb FRET: -0.9; RBBP9 inh: 0.4; BaF3 tox: 7.3

What do the screens show for `CCc1ccc(C2CC(c3ccc(Cl)cc3)=NNC2=O)cc1` (configuration not stated)?
NPY-Y1 antag: 3.1; NPY2 pot ag: -12.9; NPY1 pot ag: 13.9; S1P4 antagonist: -2.8; Ba/F3 V617F tox: -3.2; S1P4 agonist: -0.6; Runt-CBFb FRET: -3.4; RBBP9 inh: -1.2; BaF3 tox: -0.1

Screening results from PubChem BioAssay.
